# Source: PubChem BioAssay
# MC4R ag barr: MC4R agonists recruiting beta-arrestin, primary screen, cell-based, luminescence, agonist arm of biased-ligand search. U2OS MC4R beta-arrestin complementation; percent of melanotan II response, DMSO zero. AID 540308, 2011. activation, % at 8.9 µM. actives 0.98% (n = 360,000). Melanocortin receptor 4 (Homo sapiens), P32245;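 active = activation above a per-plate cutoff, the mean activation of sample wells on that plate plus 3 SD, cut at about 8% in these data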
# Target sequence (P32245 whole entry, looked up): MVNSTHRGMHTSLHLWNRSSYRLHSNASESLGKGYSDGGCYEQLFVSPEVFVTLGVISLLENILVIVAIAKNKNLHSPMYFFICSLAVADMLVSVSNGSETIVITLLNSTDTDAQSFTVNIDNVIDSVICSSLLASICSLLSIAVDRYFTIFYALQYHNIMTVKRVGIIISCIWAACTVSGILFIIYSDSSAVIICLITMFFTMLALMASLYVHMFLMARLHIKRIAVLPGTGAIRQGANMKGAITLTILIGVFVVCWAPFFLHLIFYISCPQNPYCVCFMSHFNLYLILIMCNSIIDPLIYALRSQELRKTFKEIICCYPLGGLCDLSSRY
# COUP-TFII inh: NR2F2 transcriptional activity inhibitors, primary screen, cell-based, luciferase reporter, HEK293T, luminescence; actives 0.7% (n = 370,000); AID 686940, 2013; COUP transcription factor 2 (Homo sapiens), P24468; inhibition, % at 8.6 µM; HEK293T NGFI-A luciferase reporter;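 active = inhibition above a per-plate cutoff, mean inhibition of test wells between control levels plus 3 SD, cut at about 38% in these data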;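 note: cells cotransfected with COUP-TFII expression vector driving the NGFI-A reporter; 0% = median of COUP-TF2 test wells and 100% = reporter-only cells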
# NCOA2 inhibitor: inhibition of GAL4-SRC2 driven luciferase reporter, primary screen, SRC2 inhibitor project, cell-based, luminescence | Nuclear receptor coactivator 2 (Homo sapiens), Q15596 | HEK293 GAL4-SRC2 luciferase reporter | inhibition, % at 9 µM | actives 0.17% (n = 370,000);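 active = inhibition above the mean inhibition of all tested compounds plus 3 SD, set per campaign, cut at about 52% in these data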;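 note: 0% = DMSO treated cells and 100% = cells given Gossypol at 36 µM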
# ABHD5 PLIN5 PPI: ABHD5-PLIN5 interaction inhibitors, primary screen, cell lysate, split luciferase complementation, luminescence. Split G. princeps luciferase complementation, 4 h. Perilipin-5 (Homo sapiens) + 1-acylglycerol-3-phosphate O-acyltransferase ABHD5 (Homo …. inhibition, % at 4 µM. actives 0.78% (n = 360,000). AID 602281, 2012;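 active = inhibition above the mean inhibition across every tested compound plus 3 SD, cut at about 22% in these data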;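 note: 0% = DMSO only wells and the 100% control is not disclosed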
# NCOA1 inh: SRC1 coactivator transcriptional activity inhibitors, primary screen, cell-based, luminescence | HEK293 GAL4-SRC1 luciferase reporter | inhibition, % at 3.6 µM | actives 0.12% (n = 360,000);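 active = inhibition above the campaign mean plus 3 SD, with each screening campaign given its own cutoff, cut at about 60% in these data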;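 note: 0% = DMSO treated cells and 100% = gossypol at 36 µM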
# MC4R antag cAMP: MC4R antagonists of cAMP signaling, primary screen, cell-based, TR-FRET, antagonist arm of biased-ligand search; Melanocortin receptor 4 (Homo sapiens), P32245; MC4R-expressing cells, MTII-stimulated cAMP, LANCE TR-FRET; inhibition, % at 6.5 µM; actives 0.48% (n = 360,000);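 active = inhibition above its plate's cutoff, the mean of tested wells on that plate plus 3 SD, cut at about 29% in these data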;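 note: 0% = Melanotan II alone and 100% = Melanotan II plus saturating MCL0020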
#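 Assay system: U2OS cells stably expressing human melanocortin 4 receptor (MC4R) / Dosing: 6.5 µM / Timing: compound 30 min, challenge 1 h, detection 1 h / Measured by: Eu-cAMP/anti-cAMP TR-FRET, emission 671 nm / Replicates: singlicate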
# LRH-1 inv ag: LRH-1 (NR5A2) inverse agonists, primary screen, cell-based, luminescence, HEK293T, StAR-luciferase reporter | Nuclear receptor subfamily 5 group A member 2 (Homo sapiens), O00482 | LRH-1 transfected, 24 h | inhibition, % at 3.6 µM | actives 0.13% (n = 360,000) | AID 602396, 2012;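 active = inhibition above the mean inhibition of all tested compounds plus 3 SD, cut at about 73% in these data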;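 note: 0% = DMSO wells and 100% = reporter-only cells lacking LRH-1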
# LMP1 NFkB inh: EBV LMP1-driven NF-kappaB luciferase reporter inhibitors, primary screen, cell-based, luminescence, single point. LMP1-induced NF-kappaB luciferase reporter cells. inhibition, % at 12.5 µM. actives 0.69% (n = 350,000); in the data active = inhibition above about 41%;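 note: 0% = neutral control wells and 100% = reference inhibitor control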
# NOD2 RIPK2 PPI: NOD2-RIPK2 binding disruptors in cells, primary screen, fluorescence, CHO cells, BLA complementation; CCF4 ratio; Receptor-interacting serine/threonine-protein kinase 2 (Homo sapiens), O43353; inhibition, % at 4.98 µM; actives 0.38% (n = 360,000); in the data active = inhibition above about 21%;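 note: 0% = vehicle only and 100% = reference blocker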
# Target sequence (O43353 whole entry, looked up): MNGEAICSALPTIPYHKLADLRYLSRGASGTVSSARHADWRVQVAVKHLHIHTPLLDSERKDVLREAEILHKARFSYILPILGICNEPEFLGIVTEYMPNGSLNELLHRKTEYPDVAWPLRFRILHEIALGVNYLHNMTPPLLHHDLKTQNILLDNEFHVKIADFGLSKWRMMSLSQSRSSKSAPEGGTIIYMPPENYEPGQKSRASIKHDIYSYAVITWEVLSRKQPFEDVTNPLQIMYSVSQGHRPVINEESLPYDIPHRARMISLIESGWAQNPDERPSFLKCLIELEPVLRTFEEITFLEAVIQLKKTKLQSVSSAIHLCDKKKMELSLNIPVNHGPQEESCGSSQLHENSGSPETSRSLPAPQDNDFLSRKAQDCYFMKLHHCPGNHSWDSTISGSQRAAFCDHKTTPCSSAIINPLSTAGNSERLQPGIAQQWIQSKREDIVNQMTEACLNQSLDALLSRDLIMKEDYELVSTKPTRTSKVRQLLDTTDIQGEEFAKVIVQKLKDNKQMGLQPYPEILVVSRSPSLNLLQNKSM
# TLR9-MyD88 block: inhibitors of TLR9-MyD88 association in cells, primary screen, cell-based, CHO, BLA complementation, fluorescence | inhibition, % at 4.98 µM | CCF4 FRET ratio | Toll-like receptor 9 (Homo sapiens) + Myeloid differentiation primary response protein … | actives 0.21% (n = 340,000) | AID 504734, 2011;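 active = inhibition above the mean over all tested compounds plus 3 SD, cut at about 21% in these data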;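 note: 0% = DMSO only wells and 100% = clavulanate BLA inhibitor control wells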
# NCOA3 inh: SRC3 coactivator transcriptional activity inhibitors, primary screen, cell-based, luminescence. HEK293 GAL4-SRC3 luciferase reporter. Nuclear receptor coactivator 3 (Homo sapiens), Q9Y6Q9. AID 588352, 2011. actives 0.17% (n = 360,000). inhibition, % at 3.6 µM;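 active = inhibition above a per-campaign cutoff, the mean of all compounds plus 3 SD, cut at about 60% in these data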;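 note: 0% = DMSO-treated cells and 100% = gossypol-treated cells at 36 µM; higher means less SRC3-driven luciferase light from the GAL4 reporter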
# Starred values were filed as active, the others as inactive; nt = not tested or not shown. An excerpt; rates above refer to the full screens.
no.	SMILES	MC4R ag barr	COUP-TFII inh	NCOA2 inhibitor	ABHD5 PLIN5 PPI	NCOA1 inh	MC4R antag cAMP	LRH-1 inv ag	LMP1 NFkB inh	NOD2 RIPK2 PPI	TLR9-MyD88 block	NCOA3 inh
1	CC1CC1C(=O)N(C)CC(=O)Nc1ccc(Cl)c(C(F)(F)F)c1 (configuration not stated)	0.1	-5	23	0	-2	0	19	4	-6	-7	-5
2	Cc1ccc2c(c1)N(CC(=O)NC1CCCc3ccccc31)C(=O)CO2 (configuration not stated)	0.0	-3	6	-8	-16	12	3	3	2	4	-17
3	O=C1NC(c2cccc3ccccc23)Nc2ccc(Cl)cc21 (configuration not stated)	-0.1	-48	13	-1	-19	-18	30	-2	3	-3	6
4	Clc1cc(Cl)c(Cl)cc1Cl	0.6	-16	-8	2	-26	4	4	-11	2	6	-9
5	COc1ccc2nc(Cl)c(C=O)c(N3CCOCC3)c2c1	0.1	8	1	1	9	0	11	10	-7	-18	14
6	COc1ccc(S(=O)(=O)N2CCOCC2)cc1C(=O)NCc1ccccc1CN1CCCC1	0.9	1	-6	-1	-3	-2	-5	-8	0	-17	7
7	CC1=NN(c2ccc(Cl)cc2)C(=O)C1C(c1cccc(O)c1)c1c(C)[nH]n(-c2ccc(Cl)cc2)c1=O (configuration not stated)	-2.1	nt	nt	-10	-13	-8	-9	-27	2	-21	2
8	COc1ccc(C(=O)Nc2cnccn2)cc1[N+](=O)[O-]	-4.6	-6	-18	-2	6	-5	42	2	2	-10	0
9	CC(=O)N1c2ccccc2N(Cc2ccc(C)cc2C)C(=O)C1(C)C	0.8	26	6	-2	12	-19	15	11	7	7	3
10	CN(C[C@H](Cc1ccccc1)N(C[C@H](c1ccccc1)N(CCc1ccccc1)N=O)N=O)N=O	-0.6	17	-20	-6	0	12	7	1	3	-8	-9
11	CN(C)c1ccc(CNc2ccccn2)cc1	-1.7	-14	-51	-7	-32	-4	3	-10	0	-11	-48
12	COc1ccc(OC)c(NC(=O)Nc2nnc([C@H]3C[C@H](O)[C@@H](CO)O3)s2)c1	-1.3	-71	-28	4	2	-6	11	nt	8	nt	4
13	CCN(CCC#N)c1ccc(/C=N/Nc2nc(C)cc(=O)[nH]2)c(C)c1	-1.9	-25	0	-4	11	-20	-6	-47	-2	6	13
14	O=C(CCn1cnc2ccccc2c1=O)Nc1nc2c(s1)CCCC2	3.1	-9	0	0	-4	8	9	0	5	-5	-7
15	COc1ccc(CNC(=O)C2CC(C)=C(C)CC2C(=O)O)cc1OC (configuration not stated)	0.0	2	-11	1	11	-1	-13	3	-15	4	3
16	COc1ccc(NC(=O)CCCCCN2C(=O)c3cccc([N+](=O)[O-])c3C2=O)c(OC)c1	0.3	7	-3	1	4	16	5	2	-5	2	-6
17	COc1ccc(CNC(=O)CN(C(=O)c2csnn2)c2cnc3ccccc3c2)cc1	-1.8	9	-11	-2	-10	1	4	-4	-4	3	-11
18	Cc1cccc(OCc2nnc(SCC(=O)Nc3cc(C)on3)n2C)c1	-1.3	-5	7	2	4	14	-5	4	-2	3	8
19	COC(=O)C(Cc1c[nH]c2ccccc12)NC(=O)c1cccs1 (configuration not stated)	-2.8	-26	-10	-2	-42	-1	-18	-35	-2	-8	-11
20	SC(COCc1ccccc1)CN1CCN(Cc2ccc3c(c2)OCO3)CC1 (configuration not stated)	-0.1	nt	nt	-2	-20	16	4	1	0	-7	2
21	CCN(CC)S(=O)(=O)c1ccc(C(=O)Nc2c3c(nn2C(C)(C)C)CS(=O)(=O)C3)cc1	-1.9	7	-9	7	-1	-2	3	-3	-9	-5	6
22	Cc1cc(C)cc(NC(=O)CSc2nnc(Cn3c(=O)sc4ccccc43)n2C)c1	-0.4	-4	2	1	-14	8	-7	-4	-6	-3	-10
23	Cc1ccc(C)c(N2CCN(CCCNC(=O)CCn3c(=O)c4cccn4c4cccnc43)CC2)c1	-2.8	-20	-2	3	3	5	7	-2	-12	-10	3
24	O=C(CNCCc1ccccc1)N1CCc2ccccc2C1	-3.0	-8	-14	-1	-18	7	-3	-9	1	9	-1
25	O=C1Nc2ccc(Cl)cc2C(=O)C1(F)c1ccccc1 (configuration not stated)	0.9	-11	6	-4	-21	16	-2	nt	8	nt	19
26	CC(NC(=O)Cn1nc(-c2ccccc2)c2ccccc2c1=O)c1ccccc1 (configuration not stated)	0.2	16	1	4	3	4	12	-9	7	-3	10
27	CCC(Oc1ccccc1)C(=O)Nc1cc(C(F)(F)F)ccc1N1CCOCC1 (configuration not stated)	-0.1	-8	-31	-4	26	4	8	0	-9	4	10
28	CCOC(=O)c1c(C)c(C(=O)NC(C)COC)c(C)n1CC (configuration not stated)	-1.1	nt	nt	1	3	-1	11	1	0	-16	12
29	O=C(O)C(=Cc1ccc([N+](=O)[O-])cc1)CCc1ccccc1	-3.0	2	-3	-5	-1	-2	1	3	3	-1	0
30	Cc1ccc(S(=O)(=O)N2CCC(C(=O)NNC(=O)c3ccccc3O)CC2)cc1	0.5	-5	18	0	5	-3	-14	14	-10	-8	5

# Retrieved by compound from the list above (6):
no.	SMILES	MC4R ag barr	COUP-TFII inh	NCOA2 inhibitor	ABHD5 PLIN5 PPI	NCOA1 inh	MC4R antag cAMP	LRH-1 inv ag	LMP1 NFkB inh	NOD2 RIPK2 PPI	TLR9-MyD88 block	NCOA3 inh
5	COc1ccc2nc(Cl)c(C=O)c(N3CCOCC3)c2c1	0.1	8	1	1	9	0	11	10	-7	-18	14
2	Cc1ccc2c(c1)N(CC(=O)NC1CCCc3ccccc31)C(=O)CO2 (configuration not stated)	0.0	-3	6	-8	-16	12	3	3	2	4	-17
7	CC1=NN(c2ccc(Cl)cc2)C(=O)C1C(c1cccc(O)c1)c1c(C)[nH]n(-c2ccc(Cl)cc2)c1=O (configuration not stated)	-2.1	nt	nt	-10	-13	-8	-9	-27	2	-21	2
19	COC(=O)C(Cc1c[nH]c2ccccc12)NC(=O)c1cccs1 (configuration not stated)	-2.8	-26	-10	-2	-42	-1	-18	-35	-2	-8	-11
11	CN(C)c1ccc(CNc2ccccn2)cc1	-1.7	-14	-51	-7	-32	-4	3	-10	0	-11	-48
1	CC1CC1C(=O)N(C)CC(=O)Nc1ccc(Cl)c(C(F)(F)F)c1 (configuration not stated)	0.1	-5	23	0	-2	0	19	4	-6	-7	-5

# (next part)
no.	SMILES	MC4R ag barr	COUP-TFII inh	NCOA2 inhibitor	ABHD5 PLIN5 PPI	NCOA1 inh	MC4R antag cAMP	LRH-1 inv ag	LMP1 NFkB inh	NOD2 RIPK2 PPI	TLR9-MyD88 block	NCOA3 inh
31	CCN(CC(=O)NCc1cccs1)C(=O)c1cccc(S(=O)(=O)N(C)C)c1	-1.6	8	11	-2	-20	12	4	1	3	-4	-7
32	N/C(COc1ncn(-c2ccccc2)n1)=N\S(=O)(=O)c1ccc(Cl)cc1Cl	-1.6	11	-3	-6	-22	7	-11	1	6	3	11
33	O=C(CCCN1C(=O)S/C(=C\C=C\c2ccccc2)C1=O)Nc1ccc(O)cc1	-1.7	-6	-2	5	-81	2	-33	-15	2	-1	-44
34	CCN1CCN(c2ccc(S(=O)(=O)N3CCCCC3)cc2NC(=O)Cc2ccc(OC)cc2)CC1	-1.7	-4	3	-7	-3	-2	-2	-1	9	3	-31
35	Cc1c(-c2ccccc2)c(-c2ccc(OCCN(C)C)cc2)n2ccccc12	2.1	4	-25	-3	-23	5	-19	3	3	-2	1
36	CCN=C(Nc1ccc(Cl)cc1)c1cccnc1	-0.9	-7	2	1	-7	7	-37	0	4	-5	-5
37	O=C(Nc1nnc(-c2ccc3c(c2)OCCO3)o1)c1ccc(Cc2ccccc2)cc1	-3.3	3	-3	1	-10	4	4	2	6	2	3
38	COCCn1nnnc1C(C(C)C)N1CCN(C(=O)c2ccco2)CC1 (configuration not stated)	-0.7	-4	-11	1	-19	6	-2	-3	-10	-4	2
39	CCOC(=O)c1ccc(NC(=O)Cn2nnc(-c3ccccc3F)n2)cc1	-2.3	13	1	-4	5	1	-16	-8	7	11	13
40	O=C(COC(=O)/C=C/c1cccs1)Nc1ccc(Cl)cc1F	-1.3	3	-21	0	5	4	0	-7	-18	-2	1
41	CCN(CC(=O)Nc1ccc2c(c1)OCO2)S(=O)(=O)c1ccccc1	-2.1	4	15	-19	-2	11	10	-9	0	-14	-13
42	O=C(OCCC1Oc2cccnc2NC1=O)c1ccc(Cl)cc1 (configuration not stated)	2.7	-3	8	0	-47	12	9	-2	5	0	4
43	O=C1C(=O)N(CCO)C(c2ccc(Br)cc2)/C1=C(\O)c1ccccc1 (configuration not stated)	-0.3	-7	1	1	3	-1	-7	4	0	1	-24
44	COC(=O)c1ccc(CSc2nnc(NC(=O)C3CCCO3)s2)cc1 (configuration not stated)	0.1	7	-8	0	-19	2	-8	3	6	-6	7
45	O=C(c1ccc(Br)cc1)N1CCCc2ccccc21	2.2	-36	4	5	6	4	4	-2	-1	2	5
46	CCN(C)C1CN(Cc2cn(Cc3cccc(C(F)(F)F)c3)nn2)S(=O)(=O)C1 (configuration not stated)	nt	-5	31	-9	nt	nt	-11	nt	-12	nt	nt
